Compound activity as filed in PubChem.
D1 PAM – enhances dopamine response at the human D1 receptor | AID 504651 | 360,000 tested, 0.036% active | P21728 | HEK293 TREx D1 cells, calcium flux, dopamine EC20 potentiation | potentiation, % at 10 µM; in the data active = potentiation above about 30%; note: 0% is about no effect
D1 agonist – human D1 receptor agonism; P21728; activation, % at 2 µM; 360,000 tested, 1% active; HEK293 T-REx D1 cells, calcium flux, agonist mode; AID 504660; in the data active = activation above about 30%; note: 0% is about no effect
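Agonism was scored from calcium flux recorded over 180 s (1 read/s) after pintool compound addition, following a 10-cycle baseline. Cells were inducible force-coupled HEK293 TREx D1, plated overnight at 30 C and loaded with no-wash calcium dye.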
D2 antagonist – antagonizes the human D2 dopamine receptor | HEK293 TREx D2 cells, calcium flux, dopamine EC80 | inhibition, % at 10 µM | 340,000 tested, 2% active; in the data active = inhibition above about 30%; note: 0% is about no effect
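Calcium flux kinetic readout in an inducible HEK293 TREx D2 line plated overnight at 30 C. After 180 s compound exposure, an EC80 dopamine challenge follows with another 180 s kinetic read to detect antagonism.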
RXFP1 antag – blocks the human relaxin receptor RXFP1; Q9HBX9; HEK293-RXFP1, relaxin-stimulated cAMP HTRF, 30 min; stronger effect = lower value; activity change, negative = inhibition, % at 57.5 µM; 350,000 tested, 0.59% active; AID 1259400;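 active = activity change of -60% or lower, but not beyond a set lower limit; inconclusive = change between -60% and -40%, or beyond the set limit; inactive = change above -40%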; note: % is set by controls: 0 for no effect and ±100 for the full control effect
Target sequence (Q9HBX9 whole entry, looked up): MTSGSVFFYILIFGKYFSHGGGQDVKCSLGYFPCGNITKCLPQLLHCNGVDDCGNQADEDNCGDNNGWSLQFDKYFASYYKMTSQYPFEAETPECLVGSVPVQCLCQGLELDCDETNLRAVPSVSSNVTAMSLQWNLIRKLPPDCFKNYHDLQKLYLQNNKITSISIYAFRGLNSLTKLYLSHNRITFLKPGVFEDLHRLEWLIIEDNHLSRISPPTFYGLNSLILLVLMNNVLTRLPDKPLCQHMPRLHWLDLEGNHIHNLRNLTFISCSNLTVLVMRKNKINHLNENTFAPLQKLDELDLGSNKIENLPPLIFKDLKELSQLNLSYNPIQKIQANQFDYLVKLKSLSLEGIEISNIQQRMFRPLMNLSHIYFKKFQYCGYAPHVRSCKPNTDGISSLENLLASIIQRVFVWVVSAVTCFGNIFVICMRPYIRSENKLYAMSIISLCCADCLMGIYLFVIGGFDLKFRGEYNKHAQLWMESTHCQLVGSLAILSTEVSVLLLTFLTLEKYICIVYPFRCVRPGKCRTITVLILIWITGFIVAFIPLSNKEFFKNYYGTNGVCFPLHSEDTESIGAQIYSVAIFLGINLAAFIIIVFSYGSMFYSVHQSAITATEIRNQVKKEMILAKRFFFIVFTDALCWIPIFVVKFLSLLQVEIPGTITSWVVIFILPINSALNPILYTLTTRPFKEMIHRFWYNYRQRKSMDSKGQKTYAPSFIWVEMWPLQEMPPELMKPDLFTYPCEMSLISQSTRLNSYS
TRHR PAM – allosteric enhancers of human TRH receptor; P34981; TRHR cells, fluo-8 calcium fluorescence, EC20 TRH enhancement; enhancement, % at 2 µM; 360,000 tested, 0.66% active; in the data active = enhancement above about 30%; note: 0% is about no effect
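Enhancer read-out: after compound pinning and an initial kinetic agonist-mode read, an EC20 of TRH (10 nM final) was injected and fluo-8 calcium signal (Ex 480/Em 530) followed at 1 s/cycle for 100 cycles in TRHR-expressing cells.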
D2 PAM – positive allosteric modulators of human D2 dopamine receptor | P14416 | HEK293 T-REx D2, calcium flux, EC20 dopamine potentiation | potentiation, % at 10 µM | 340,000 tested, 0.34% active | AID 485347;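 active = potentiation over 3 SD above the plate norm, cut at about 30% in these data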; note: 0% is about no effect
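Potentiation of an EC20 dopamine calcium response measured kinetically over 180 s, after a preceding 180 s compound-only read flagging agonists. Cells: inducible Hek293 Trex D2 line, 4000/well, cultured overnight at 30 C before dye loading.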
RXFP1 ag – RXFP1 (human) receptor agonism; Q9HBX9; 370,000 tested, 0.3% active; Potency, µM (doses to about 57.5 µM), without a hit: top-dose activation, most hits filed as activators; AID 2676; HEK293T-RXFP1 cAMP TR-FRET, 30 min; response scale: percent of porcine relaxin response, buffer zero; active = well fitted activation curve with a large enough effect; inconclusive = small, poorly fitted or top-dose-only effect; note: potency is the fitted concentration of half-maximal effect; % is set by controls: 0 for no effect and ±100 for the full control effect; nearly all actives have a fitted effect of over 60% in size; many of its hits are not listed in these tables
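HEK293T cells stably expressing RXFP1 were pretreated with the PDE4 inhibitor Ro 20174, exposed to compounds for 30 min at 37C, lysed, and cAMP was read by TR-FRET. Data normalized to buffer (basal) and 29 nM porcine relaxin (100%).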
D1 antagonist – antagonists of human D1 dopamine receptor. P21728. activity change, negative = inhibition, % at 10 µM. HEK293 TREx D1 cells, calcium flux, dopamine EC80; stronger effect = lower value. AID 504652. 360,000 tested, 3.2% active; in the data active = activity change below about -30%; note: % is set by controls: 0 for no effect and ±100 for the full control effect
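Tetracycline-induced HEK293 T-REx cells with force-coupled D1 receptor were loaded with a no-wash calcium dye. Compound was added after a 10 s baseline and read kinetically for 180 s; EC80 dopamine was then added and calcium flux followed another 180 s.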
D2 ag – agonists of human D2 dopamine receptor; activation, % at 2 µM; 340,000 tested, 0.53% active; AID 485358; HEK293 T-REx D2 cells, calcium flux agonist mode;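 active = activation over 3 SD above normal in the single-dose calcium agonist read, cut at about 30% in these data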; note: 0% is about no effect
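In this primary screen, compounds producing a positive calcium signal within 180 s of addition to tetracycline-induced, force-coupled HEK293 Trex D2 cells are flagged; cells are dye-loaded with a no-wash calcium kit beforehand.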
Active calls of the source: *; u = inconclusive; x = no result given. An excerpt; the hit share may differ from the screen's.

The line under a structure holds: D1 agonist	D1 antagonist	D1 PAM	RXFP1 antag	D2 ag	D2 antagonist	TRHR PAM	RXFP1 ag	D2 PAM
- CC(=C\c1ccccc1)/C=C1/SC(=S)N(CCCC(=O)O)C1=O
  1.6	-2.1	-2.4	-15.8	0.0	6.4	-0.7	1.1%	5.5
- COc1ccc(C)cc1NC(=O)Cn1c(=O)ccc2cc(S(=O)(=O)N3CCC(C)CC3)ccc21
  -0.2	14.0	1.9	-6.4	0.3	x	-3.4	-2.0%	12.3
- COc1cc(CN2CCN(C(C)C)C(CCO)C2)ccc1OCc1ccccc1 (stereo not drawn)
  0.9	-1.0	-5.6	13.5	-0.3	1.8	-1.2	2.2%	-4.5
- Cc1ccc2c(Cl)cc(Cl)c(OCC(=O)NC3CCS(=O)(=O)C3)c2n1 (stereo not drawn)
  1.0	17.3	0.6	-23.1	-0.1	4.3	-8.0	6.7%	-6.0
- COc1ccccc1C(=O)N/N=C/c1cnc2ccccc2n1
  3.5	11.5	-5.3	-4.5	-0.7	25.9	-12.3	0.3%	-5.4
- CC1CC(C)CN(C(=O)c2ccc(S(=O)(=O)N3CC(C)CC(C)C3)cc2)C1 (stereo not drawn)
  0.7	-1.0	3.5	5.1	-0.5	2.3	-17.9	5.1%	-2.1
- CCN1CCN(CCCNC(=O)C(NC(=O)C2CCC(C)CC2)C(C)C)CC1 (stereo not drawn)
  1.5	0.9	4.3	x	0.1	-8.9	3.3	1.4%	-9.3
- CC(OC(=O)Cc1n[nH]c(=O)c2ccccc12)C(=O)Nc1ccc(S(N)(=O)=O)cc1 (stereo not drawn)
  2.5	-0.5	-1.8	-5.3	0.2	6.1	-0.6	0.7%	-1.8
- O=C(N/N=C/c1cccc(O)c1)c1cc(-c2ccccc2)nc2ccccc12
  1.4	-0.3	3.0	-38.0	-1.0	-7.3	-4.8	1.3%	-5.7
- Cc1nn(CCC(=O)Nc2cc(F)ccc2F)c(=O)c2nn(-c3ccccc3)c(C)c12
  0.5	-0.9	-2.1	-8.7	-1.9	x	1.8	-0.4%	-3.5
- CC1CCC(NC(=O)C(Cc2ccccc2)n2cccc2)CC1 (stereo not drawn)
  -0.6	-11.0	-8.8	-10.6	-0.8	-12.1	1.9	-2.5%	-6.2
- O=C(Nc1cccc(F)c1)c1oc2ccccc2c1NC(=O)C12CC3CC(CC(C3)C1)C2
  1.3	-1.7	-0.9	x	0.3	x	-6.1	-0.4%	-3.3
- CC(NC(=O)Cc1ccsc1)c1ccc(F)cc1 (stereo not drawn)
  3.2	5.6	-1.8	2.0	1.4	2.3	-4.1	-1.5%	-6.8
- CCN(CC(=O)NCc1ccncc1)S(=O)(=O)c1ccc(OC)cc1
  1.9	-8.7	-5.1	-6.2	0.2	-7.0	-6.2	-2.9%	11.6
- NC(=O)C1CCCN(Cc2ccc(Cl)cc2)C1 (stereo not drawn)
  2.1	22.5	-1.9	8.6	26.9	11.6	-0.9	2.4%	-29.6

Reprinted from the part before: 2 entries, followed by the next part.
The line under a structure holds: D1 agonist	D1 antagonist	D1 PAM	RXFP1 antag	D2 ag	D2 antagonist	TRHR PAM	RXFP1 ag	D2 PAM
- CCN(CC(=O)NCc1ccncc1)S(=O)(=O)c1ccc(OC)cc1
  1.9	-8.7	-5.1	-6.2	0.2	-7.0	-6.2	-2.9%	11.6
- NC(=O)C1CCCN(Cc2ccc(Cl)cc2)C1 (stereo not drawn)
  2.1	22.5	-1.9	8.6	26.9	11.6	-0.9	2.4%	-29.6
- O=C(CSc1nc2c(c(C(F)(F)F)n1)CCc1ccccc1-2)NCc1ccccc1
  2.8	4.9	0.1	-1.5	0.0	9.0	-14.4	u	2.7
- Cc1c(CN2CCC(CO)(Cc3ccccc3)CC2)c2ccccc2n1C
  23.4	6.2	-0.8	-8.0	x	x	-2.5	1.6%	-17.1
- CC(C)CN1CC(C(=O)O)CC1=O (stereo not drawn)
  1.3	12.4	6.4	0.6	1.2	-1.8	24.1	2.8%	10.1
- CC(OC(=O)C1CCN(S(=O)(=O)c2ccc(C(C)(C)C)cc2)CC1)C(=O)N1CCOCC1 (stereo not drawn)
  6.7	-6.1	-5.3	6.0	0.3	-4.3	-3.2	1.9%	-0.1
- CCOc1cc(/C=N/O)cc(Br)c1OCC(=O)NCc1ccccc1
  4.0	1.3	-3.5	-35.6	-0.1	-0.2	-0.3	-1.2%	4.8
- Cc1ccc(Oc2cc(C#N)c(C#N)cc2-n2nnc3ccccc32)cc1C
  4.3	0.9	-2.2	-7.0	0.2	3.9	1.2	2.4%	2.3
- O=C(O)c1ccccc1C(=O)Nc1ccc(-n2ccc(C(F)(F)F)n2)cc1
  0.3	-17.5	1.1	4.6	-0.5	1.0	0.3	-0.5%	-2.0
- O=C(O)c1cc(NC2(c3ccccc3)C(=O)c3ccccc3C2=O)ccc1Cl
  1.6	-9.1	1.1	x	-1.5	x	17.0	-0.5%	-11.7
- CN1CCN(CCc2cn3ncc(C#N)c3nc2-c2ccc(F)cc2)CC1
  2.6	-3.1	2.8	-9.3	0.6	0.0	-3.0	-0.8%	1.5
- Nc1c(C(=O)NCc2ccccc2)nnn1Cc1ccccc1
  8.7	4.4	x	x	0.3	7.1	34.4*	0.0%	-1.7
- COC(=O)C1=CN(Cc2ccc(F)cc2)C=C(C(=O)OC)C1c1ccc(O)c(OC)c1
  -0.5	12.1	-5.8	-7.7	-0.1	-19.3	5.0	2.5%	6.0
- CCCn1c(NC(=O)C23CC4CC(CC(O)(C4)C2)C3)nc2ccccc21
  2.6	-26.1	-6.0	1.7	1.5	-39.6	-1.9	0.8%	1.6
- O=[N+]([O-])c1ccc(Cn2cc(-c3cccc(C(F)(F)F)c3)nn2)cc1
  9.5	8.6	4.2	x	1.0	5.3	-11.0	-3.3%	-3.8
- Cc1ccsc1CNn1cnnc1SCc1ccc(Cl)cc1
  0.6	7.3	1.1	-9.4	0.1	-17.3	-6.6	0.2%	4.6
- O=C(O)c1c(-c2ccc(Cl)cc2)cn2ccccc12
  2.8	-10.5	-1.2	-7.6	1.2	-0.4	-5.2	3.1%	-4.2

Some of the entries above, reformatted.
SMILES,D1 agonist,D1 antagonist,D1 PAM,RXFP1 antag,D2 ag,D2 antagonist,TRHR PAM,RXFP1 ag,D2 PAM
CC1CCC(NC(=O)C(Cc2ccccc2)n2cccc2)CC1 (stereo not drawn),-0.6,-11.0,-8.8,-10.6,-0.8,-12.1,1.9,-2.5%,-6.2
O=C(Nc1cccc(F)c1)c1oc2ccccc2c1NC(=O)C12CC3CC(CC(C3)C1)C2,1.3,-1.7,-0.9,x,0.3,x,-6.1,-0.4%,-3.3
CC(NC(=O)Cc1ccsc1)c1ccc(F)cc1 (stereo not drawn),3.2,5.6,-1.8,2.0,1.4,2.3,-4.1,-1.5%,-6.8

Rewritten as tab-separated lines: entries from further up.
structure	D1 agonist	D1 antagonist	D1 PAM	RXFP1 antag	D2 ag	D2 antagonist	TRHR PAM	RXFP1 ag	D2 PAM
CC1CC(C)CN(C(=O)c2ccc(S(=O)(=O)N3CC(C)CC(C)C3)cc2)C1 (stereo not drawn)	0.7	-1.0	3.5	5.1	-0.5	2.3	-17.9	5.1%	-2.1
CCN1CCN(CCCNC(=O)C(NC(=O)C2CCC(C)CC2)C(C)C)CC1 (stereo not drawn)	1.5	0.9	4.3	x	0.1	-8.9	3.3	1.4%	-9.3

(further entries)
The line under a structure holds: D1 agonist	D1 antagonist	D1 PAM	RXFP1 antag	D2 ag	D2 antagonist	TRHR PAM	RXFP1 ag	D2 PAM
- COc1ccc(/C=N/Nc2cc(N3CCOCC3)ncn2)c(OC)c1
  -2.8	7.8	4.1	4.4	x	x	2.1	-1.7%	x
- CC(C)=C(NC(=O)c1ccccc1)C(=O)NCCCC(=O)O
  4.3	-5.1	2.6	0.0	0.3	18.8	-13.8	0.1%	-0.6
- CC(C)CC(c1nnnn1C(C)(C)C)N1CCN(C2CCCC2)CC1 (stereo not drawn)
  -0.1	-6.0	-1.4	3.3	0.6	15.6	2.4	0.2%	6.4
- Cn1c(-c2csc(-c3cccc(C(F)(F)F)c3)n2)n[nH]c1=S
  7.8	1.9	-1.4	-24.3	x	x	-15.5	3.9%	x
- Cc1c(NS(=O)(=O)c2cccc(C(=O)Nc3ccccc3)c2)c(=O)n(-c2ccccc2)n1C
  -0.2	-16.6	-4.7	-1.2	0.1	9.8	9.9	1.8%	-9.9
- O=c1[nH]c(N/N=C/c2ccccc2Br)nnc1-c1ccccc1
  -0.3	-3.1	1.9	7.7	-1.7	25.3	6.8	-0.3%	-4.2
- COc1cccc(-n2c(=S)sc3c(=O)n(-c4ccccc4C)c(SCC(=O)O)nc32)c1
  -0.3	3.5	-0.9	4.4	0.1	3.8	-0.9	3.6%	3.3
- CNc1c([N+](=O)[O-])cnn1-c1ccc(C)cc1
  2.6	5.5	-0.6	-5.6	1.0	18.6	0.9	0.6%	4.2
- Cc1cc(C)c(OCCOCCn2c(-c3ccc(Cl)cc3)nc3ccccc3c2=O)c(C)c1
  3.9	-7.9	-0.9	-8.5	-0.1	x	-4.3	1.1%	-5.0
- Cc1cccc(OCC(O)CN2CCc3ccccc3C2)c1 (stereo not drawn)
  6.4	5.3	-5.2	-1.9	0.5	23.4	-2.0	-1.2%	-8.2
- CCn1c(C)nc2cc(C(=O)N=Nc3c(O)[nH]c4c(C)cc(C)cc34)ccc21
  2.4	-11.9	5.0	x	2.1	2.6	-6.2	0.3%	-7.9
- COc1ccc([N+](=O)[O-])cc1NC(=O)COC(=O)c1ccccc1O
  0.0	-15.4	2.9	-5.0	-0.4	4.1	18.7	-0.9%	8.6
- CCN(CC(=O)NC1CCS(=O)(=O)C1)c1ccc(S(C)(=O)=O)cc1[N+](=O)[O-] (stereo not drawn)
  0.4	-7.3	-1.4	-6.9	1.1	19.2	14.7	-0.5%	-3.8
- COc1ccc(OC)c(Nc2nc(N)nc(CSc3nnc(N)s3)n2)c1
  0.8	-5.1	-0.8	4.7	x	x	-3.1	0.4%	x
